Screens (PubChem)
SV40 large T antigen – TAg ATPase/helicase activity blockers – biochemical (AID 1903); actives 0.39% (n = 310,000); one-dose inhibition, % at 20 µM; IC50 in µM for titrated hits; SV40 large T antigen ATPase/helicase inhibition assay; higher % means a stronger effect; in the data active = a potency from the dose series; inconclusive = inhibition mostly from about 32% at the one dose, without a potency; inactive = the rest, 99 in 100 with inhibition below about 32%; also: strong numbers were not always called active
AID2073 – disruptors of CaV2.2 binding to Mint1 – biochemical, HTRF (AID 2073); actives 0.19% (n = 290,000); HTRF protein-protein interaction, Mint1-CaV2.2; higher % means a stronger effect; inhibition, % at 20 µM, or IC50 in µM where a hit was titrated; in the data active = inhibition mostly above about 51%, no sharp cut-off; inconclusive = no clear call, values can overlap the other calls; inactive = mostly below about 53%; also: some results filed as inactive read as strong as hits
SIAH1 antagonists – blockers of Siah-1 interaction with plectin peptide – biochemical, fluorescence polarization, rhodamine-plectin, uHTS, primary screen (AID 1817); actives 0.02% (n = 290,000); Siah-1 / rhodamine-plectin peptide fluorescence polarization; higher % means a stronger effect; displacement, % at 20 µM; hits with a dose series show IC50 in µM;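 active = displacement of at least 50% at 20 µM, with a fluorescence ratio check between 0.3 and a set limit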;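 also: plate controls were Siah plus tracer with DMSO for no effect and tracer alone without Siah for full effect; strong numbers were not always called active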
NTR1 agonist – agonists of NTR1, primary screen, imaging, U2OS cells, beta-arrestin-GFP, high content (AID 493036) | activation, % at 20 µM | actives 0.17% (n = 330,000) | P30989 | NTR1-U2OS beta-arrestin-GFP spot imaging, agonist mode;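 active = activation at or above 40% of the spot to cytoplasm intensity ratio, with at least 20 cells analyzed; inconclusive = wells under 20 cells, flagged as cytotoxic or low count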;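 also: 0% = DMSO without peptide and 100% = 100 nM NTR1 peptide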
Target sequence (P30989 whole entry, looked up): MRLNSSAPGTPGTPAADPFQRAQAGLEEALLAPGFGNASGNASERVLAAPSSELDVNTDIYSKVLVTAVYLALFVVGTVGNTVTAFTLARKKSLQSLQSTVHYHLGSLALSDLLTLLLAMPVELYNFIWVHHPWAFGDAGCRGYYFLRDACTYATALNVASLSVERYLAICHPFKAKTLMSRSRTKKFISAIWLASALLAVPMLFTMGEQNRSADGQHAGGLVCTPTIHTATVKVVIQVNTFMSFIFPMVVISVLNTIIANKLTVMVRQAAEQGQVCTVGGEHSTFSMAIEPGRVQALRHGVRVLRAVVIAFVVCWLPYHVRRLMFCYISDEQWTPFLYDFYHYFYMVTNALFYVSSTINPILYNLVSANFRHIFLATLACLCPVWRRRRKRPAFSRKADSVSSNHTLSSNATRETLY
RSV CPE inhibition – RSV antiviral activity via CPE protection, HEp-2 cells, primary 10 µM value included (AID 2391); HEp-2 cells, RSV-induced CPE inhibition; higher % means a stronger effect; actives 0.13% (n = 310,000); one-dose CPE inhibition, % at 10 µM; IC50 in µM for titrated hits; in the data active = a potency from the dose series; inconclusive = CPE inhibition mostly from about 23% at the one dose, without a potency; inactive = the rest, 99 in 100 with CPE inhibition below about 21%; also: strong numbers were not always called active
West Nile antiviral – West Nile virus antiviral activity, cell-based, CPE readout (AID 1621); actives 0.02% (n = 290,000); one-dose CPE inhibition, % at 10 µM; IC50 in µM for titrated hits; West Nile virus-infected cells, CPE inhibition; higher % means a stronger effect; in the data active = a potency from the dose series; inconclusive = CPE inhibition mostly from about 3.7% at the one dose, without a potency; inactive = the rest, 99 in 100 with CPE inhibition below about 2.2%; also: strong numbers were not always called active
K1F lysis inhibition – protection from phage-mediated lysis, alamar blue read-out – E. coli UTI89, K1F phage, bacterial capsule biogenesis inhibitors (AID 488966); E. coli UTI89 K1F phage lysis, alamar blue, 2 h; higher % means a stronger effect; inhibition, % at 100 µM, or IC50 in µM where a hit was titrated; actives 0.02% (n = 340,000);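 active = phage lysis inhibition, versus mean bacterial control, above a set limit; inconclusive = no clear call, values can overlap the other calls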;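 also: capsule biogenesis inhibitors block K1F phage lysis so surviving cells raise fluorescence; higher fluorescence means more inhibition of phage lysis; actives were called in the ten point dose series up to 300 µM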
MgcRacGAP inhibition – MgcRacGAP GTPase-activating activity inhibitors, confirmation, biochemical, ADP Hunter fluorescence; actives 0.6% (n = 340,000); inhibition, % at 30 µM; hits with a dose series show IC50 in µM; AID 624330; MgcRacGAP-stimulated Rac1 GTP hydrolysis, ADP Hunter fluorescence; higher % means a stronger effect; GST-tagged Rac1 F28L mutant substrate;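 active = first-screen hits whose inhibition reached a set limit at any dose in the follow-up dose series; inconclusive = inhibition above the set first-screen limit but never retested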;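 also: fluorescence reports GDP produced by GAP-driven GTP hydrolysis; strong numbers were not always called active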
Dengue-2 NS5 capping – Dengue-2 NS5 methyltransferase inhibitors, primary screen, biochemical, confirmation dose response (AID 588689); Dengue-2 NS5 methyltransferase capping enzyme assay, biochemical; higher % means a stronger effect; one-dose inhibition, % at 25 µM; IC50 in µM for titrated hits; actives 0.3% (n = 340,000); in the data active = a potency from the dose series; inconclusive = inhibition above about 29% without an active follow-up result
NTR1 agonist cell count 20 µM – also measured in NTR1 agonist; calls as there; cell count; measured here: cell count, cytotoxicity flag
Dengue-2 NS5 capping pilot replicate – recorded beside Dengue-2 NS5 capping, whose call it bears; inhibition, %; measured here: pilot screen replicate inhibition
* = called active by the depositor; ? = inconclusive; nt = no result given; [ ] = remark or other dose.

SMILES	SV40 large T antigen	AID2073	SIAH1 antagonists	NTR1 agonist	NTR1 agonist cell count 20 µM	RSV CPE inhibition	West Nile antiviral	K1F lysis inhibition	MgcRacGAP inhibition	Dengue-2 NS5 capping	others
Cc1ccsc1C(=O)OCC(=O)Nc1cccc(S(=O)(=O)NC2=NCCCCC2)c1	2%	0%	-2%	1.0	42	2.2%	0.2%	0.7%	8%	-6%
O=C(CSc1nc2ccccc2c(=O)n1-c1ccc(F)cc1)Nc1cc(S(=O)(=O)N2CCOCC2)ccc1Cl	4%	?	6%	1.5	60	13%	0.1%	1.2%[50 µM]	11%	-1%
O=c1c2c(nc3nc(NCc4cccc5ccccc45)[nH]n13)CCC2	4%	5%	5%	-0.3	67	4.3%	0.4%	-1.3%	5%	3%
O=C1NC(=S)N/C1=C/C=C/c1ccccc1	-23%	-1%	1%	-0.1	71	0.4%	0.0%	0.2%	-1%	100µM*
O=C(NCCN1CCOCC1)Nc1ccc(Cl)cc1	2%	-6%	-6%	1.5	68	0.4%	0.1%	0.7%	8%	3%
COc1ccc(CCNC(=O)/C(C#N)=C2\N=C(NC(=O)c3ccco3)c3ccccc32)cc1	-1%	9%	6%	8.8	61	3.9%	-0.2%	nt	nt	nt
Cc1ccc(N2CCN(S(=O)(=O)c3ccc4oc(=O)ccc4c3)CC2)cc1Cl	1%	22%	6%	3.1	57	0.4%	-0.8%	0.3%	12%	0%
CCCCn1nnc(NC(=O)CCC)n1	-1%	21%	-1%	-1.3	53	4.3%	0.2%	0.9%	9%	2%
O=C(COc1ccc(S(=O)(=O)N2CCCC2)cc1Cl)NCc1ccco1	9%	1%	5%	-1.5	37	0.6%	2.3%	0.2%[50 µM]	5%	-2%
Cc1c(NC(=O)c2ccc(NC(=O)C3CC3)cc2)cccc1C(=O)O	12%	8%	2%	1.4	71	-0.2%	0.4%	0.1%	5%	1%
O=C(c1cccs1)N1CCCC(N2CCN(c3cccc(C(F)(F)F)c3)CC2)C1 (stereo not drawn)	4%	8%	8%	2.1	73	20%	0.2%	0.1%	7%	1%
COc1ccc(Cl)cc1C(=O)NNC(=O)COC(=O)CCN=C1NS(=O)(=O)c2ccccc21	9%	nt	nt	-1.6	60	1.3%	nt	0.6%[50 µM]	4%	-1%
N#Cc1c(/N=C/N2CCOCC2)sc2c1CCCCC2	6%	-11%	1%	0.0	78	2.5%	-0.5%	0.1%	5%	2%
C/C(=N\NC(=O)C1CC1c1ccccc1)c1ccc(C)s1 (stereo not drawn)	3%	5%	3%	5.3	50	0.9%	0.4%	2.9%	9%	-7%
CC(C)CC(COCc1cccc(C(F)(F)F)c1)N1CCN(C(=O)c2cccc(C(F)(F)F)c2)CCC1=O (stereo not drawn)	14%	9%	7%	16	95	0.0%	-0.7%	0.1%	8%	0%
CC(CCc1ccccc1)NC(=O)c1cccnc1 (stereo not drawn)	18%	7%	4%	-0.5	89	0.5%	0.0%	0.7%	3%	-3%
Cn1cc(CC(=O)NCCCN2CCCC2)c2ccccc21	7%	3%	-6%	-0.8	70	-0.5%	0.0%	-0.3%	-3%	1%
O=S(=O)(c1cccc(NC(=S)N2CCN(c3ccccc3F)CC2)c1)C(F)F	15%	-29%	1%	-0.2	95	11%	-0.3%	0.5%	9%	-5%
O=C(CCCOc1ccccc1)OCn1nnc2ccccc2c1=O	0%	-9%	-4%	-0.4	39	-0.6%	nt	0.2%	4%	-8%
COC(=O)c1ccc(C)c(NC(=O)CCNC(=O)c2ccc([N+](=O)[O-])cc2)c1	1%	34%	3%	2.5	53	0.7%	-0.1%	1.2%[50 µM]	1%	-2%
CC(=O)Nc1ccc(-c2csc(NNC(=O)c3ccccc3)n2)cc1	-2%	-7%	-7%	5.0	49	0.1%	1.1%	-0.4%	-10%	-4%
COc1ccccc1-c1nc(C#N)c(N2CCN(C(=O)c3ccco3)CC2)o1	18%	14%	2%	0.2	65	1.4%	-0.5%	-0.1%	6%	-5%
Cc1nc2ccc(NC(=O)c3ccc([N+](=O)[O-])cc3[N+](=O)[O-])cc2s1	9%	1%	10%	-0.6	58	?	-2.1%	0.0%	-1%	-5%
O=C(C1CCC(CNc2nc(=S)[nH]c3ccccc23)CC1)N1CCN(c2ccc(F)cc2)CC1 (stereo not drawn)	9%	38%	5%	nt	nt	nt	1.1%	0.6%	10%	-7%
CC1CCN(Cc2c(O)ccc3c(=O)c(-c4nc5ccccc5s4)c(N)oc23)CC1	22%	10%	-7%	0.6	84	15%	-0.4%	0.1%	21%	1%

Arranged by formula weight (high to low): some entries from above
SMILES	SV40 large T antigen	AID2073	SIAH1 antagonists	NTR1 agonist	NTR1 agonist cell count 20 µM	RSV CPE inhibition	West Nile antiviral	K1F lysis inhibition	MgcRacGAP inhibition	Dengue-2 NS5 capping	others
Cc1c(NC(=O)c2ccc(NC(=O)C3CC3)cc2)cccc1C(=O)O	12%	8%	2%	1.4	71	-0.2%	0.4%	0.1%	5%	1%
N#Cc1c(/N=C/N2CCOCC2)sc2c1CCCCC2	6%	-11%	1%	0.0	78	2.5%	-0.5%	0.1%	5%	2%
O=C1NC(=S)N/C1=C/C=C/c1ccccc1	-23%	-1%	1%	-0.1	71	0.4%	0.0%	0.2%	-1%	100µM*
CCCCn1nnc(NC(=O)CCC)n1	-1%	21%	-1%	-1.3	53	4.3%	0.2%	0.9%	9%	2%

The listing continues.
SMILES	SV40 large T antigen	AID2073	SIAH1 antagonists	NTR1 agonist	NTR1 agonist cell count 20 µM	RSV CPE inhibition	West Nile antiviral	K1F lysis inhibition	MgcRacGAP inhibition	Dengue-2 NS5 capping	others
CCOC(=O)N1CCC(NS(=O)(=O)c2ccc3c(c2)oc(=O)n3C)CC1	17%	4%	0%	-5.7	61	1.2%	-0.2%	0.1%	0%	-14%	Dengue-2 NS5 capping pilot replicate=-7.3
CC(=O)Nc1ccc2[nH]c(C)cc(=O)c2c1	1%	3%	0%	-0.8	31	3.1%	-0.1%	-0.2%	8%	-3%
CCCCN(CCCC)Cc1cc2ccccc2c2c1COC2	14%	-2%	-4%	1.2	70	3.3%	-0.2%	0.0%[50 µM]	-7%	nt
CCOc1ccc(N(C)C(=O)CCc2nnc3ccc(N4CCOCC4)nn23)cc1	13%	5%	-2%	1.7	41	0.9%	3.2%	0.1%	10%	-1%
CN(C(=O)c1cccc(NC(=O)Cc2ccc([N+](=O)[O-])cc2)c1)C1CC1	nt	nt	nt	-2.5	42	nt	nt	0.3%	2%	-9%
O=C(CN(Cc1ccc(F)cc1)C(=O)CNS(=O)(=O)c1ccc(F)cc1)NCC1CCCO1 (stereo not drawn)	-1%	12%	-5%	-1.3	57	0.2%	0.7%	0.6%	12%	-2%
O=C(COC(=O)/C=C/c1ccc(Cl)cc1Cl)NCCC1=CCCCC1	27%	9%	1%	1.6	64	3.9%	-0.1%	26%[50 µM]	11%	0%
COc1cc(S(=O)(=O)Nc2ccccc2C(=O)N2CCCCC2)ccc1NC(C)=O	nt	nt	nt	1.2	67	2.9%	nt	0.0%[50 µM]	3%	3%
CCC1(C)Nc2ccccc2C(=O)N1O (stereo not drawn)	-16%	-3%	2%	-0.1	36	1.7%	0.3%	0.5%	9%	4%
CC(=O)c1ccc(N(C(=O)CNC(=O)c2ccco2)C(C(=O)NC2CCCC2)c2ccc(C)o2)cc1 (stereo not drawn)	6%	4%	2%	-0.9	47	-0.1%	-0.6%	0.0%	0%	1%
CCC[C@@H](CN[C@@H](CNC)C(C)C)NCCCCc1ccccc1	0%	3%	0%	9.2	55	-2.4%	-0.6%	3.2%	8%	-6%
Cc1noc(C)c1COc1ccc(C(=O)OCC(=O)Nc2ccc3c(c2)OCO3)cc1	0%	2%	1%	0.9	38	0.3%	0.3%	-0.8%	5%	-6%
CCN(CC)S(=O)(=O)c1ccc(Cl)c(C(=O)Nc2cc(C)nn2-c2ccccc2)c1	1%	3%	-5%	0.7	58	2.7%	-0.6%	3.2%	2%	-3%
COc1ccc(CCN(C)C2CCCN(S(=O)(=O)c3ccccc3F)C2)cc1OC (stereo not drawn)	7%	0%	10%	1.4	74	0.3%	-1.4%	0.5%	10%	-5%
Cc1cc(C)cc(-n2nnnc2SCC(=O)Nc2nc(-c3ccc(F)cc3)cs2)c1	21%	-1%	-3%	10	47	-0.7%	0.8%	0.3%	6%	-3%
NCC(c1ccc(Cl)cc1Cl)c1c[nH]c2ccccc12 (stereo not drawn)	3%	1%	11%	3.6	37	-1.9%	-1.3%	6.7%[50 µM]	6%	-2%
COC(=O)CNc1cccc(C(F)(F)F)c1	nt	-4%	3%	0.4	58	0.8%	0.7%	0.3%	4%	-4%
NC1=NC(=O)C2(COC(c3ccncc3)OC2)S1 (stereo not drawn)	4%	-14%	8%	1.5	49	0.0%	1.4%	0.9%	7%	-2%
OC1(c2ccccc2F)CCN(Cc2nnc(-c3ccccc3)o2)CC1	1%	0%	-9%	-1.2	67	2.1%	-0.6%	6.1%	8%	-6%
CCOc1cc(/C=C2/C(=N)N3C(=NC2=O)SN=C3S(=O)(=O)CC)ccc1OC(=O)c1ccco1	34%	14%	-4%	1.2	62	-0.1%	0.0%	2.3%	22%	-95%
CCCn1nc(C(=O)OCC(=O)c2ccc3c(c2)NC(=O)CO3)c2ccccc2c1=O	-5%	0%	3%	13	65	2.1%	0.1%	0.9%	5%	1%
Cc1ccc2c(Cl)c(C)c(N3CCCC3)nc2n1	13%	5%	7%	1.5	59	5.8%	-1.0%	3.3%[50 µM]	10%	-1%
Cc1cccc(C(=O)Nc2nccs2)c1[N+](=O)[O-]	6%	1%	-5%	-1.2	63	-0.3%	0.2%	-2.2%	14%	-7%
Cc1cccc(Cn2c(-c3ccc[nH]c3=O)nc3ccccc32)c1	0%	12%	0%	0.5	70	-0.1%	-0.5%	0.1%	10%	-6%
CN(c1ccccc1)S(=O)(=O)c1ccc(C(=O)OCC(=O)NCc2ccco2)cc1	4%	-1%	-1%	-0.8	55	2.3%	0.4%	-0.1%	12%	6%
Cc1ccc2nc(C3CCN(CC(=O)N4CCCCCC4)CC3)[nH]c2c1	7%	8%	15%	-0.3	74	-0.8%	-0.4%	4.1%	9%	3%
Cc1ccccc1-n1nc(C(=O)O)c(C)c(C#N)c1=O	15%	4%	1%	-7.3	49	1.0%	0.2%	-1.1%	-1%	1%
CCOc1cc(N2CCOCC2)c(OCC)cc1NC(=O)C(NC(=O)c1ccco1)C(C)C (stereo not drawn)	0%	-1%	-8%	-0.1	67	0.6%	-0.3%	0.2%	11%	-10%
COc1ccc(Cl)cc1S(=O)(=O)N1CCCC(C(=O)NCc2ccccn2)C1 (stereo not drawn)	9%	nt	nt	-0.2	71	-1.7%	nt	2.2%[50 µM]	0%	3%
